Compound activity: PubChem, several laboratories
Insulin prom inh – inhibitors of insulin promoter-driven GFP, primary screen, imaging, TRM-6 cells (human fetal islet line), eGFP reporter, cell count | reporter expression induced with tamoxifen | inhibition, % at 2 µM | actives 0.9% (n = 130,000) | AID 1273, 2008;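 active means inhibition above the mean plus 3 SD, with well images judged a real hit on visual review, cut at about 60% in these data, passing the limit was not always enough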
SDO1 yeast rescue – growth rescue of sdo1-depleted yeast, primary screen, S. cerevisiae, bone marrow failure model | actives 0.21% (n = 140,000) | AID 817, 2007 | S. cerevisiae sdo1-depleted JHY4D growth rescue, OD600 30 h; stronger effect = higher value; pdr5 snq2 efflux-pump mutant strain | z-score at 10 µM;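 active means z-score above 3 at both the 24 hr and the 30 hr optical density reads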;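 further: z-score against mean and SD of all compound wells on the same plate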
SDO1 yeast rescue Rescue 24 h – recorded beside SDO1 yeast rescue, whose call it bears; z-score; S. cerevisiae sdo1-depleted JHY4D growth rescue, OD600; measured here: growth rescue at 24 h;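 0 is the plate mean of compound wells and units are plate SD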
* hit, by the source's call; nt = not tested or not shown; [ ] = remark or other dose.

The line under a structure holds: Insulin prom inh, SDO1 yeast rescue, SDO1 yeast rescue Rescue 24 h
CC1CCN(C(=S)Nc2ccc(SC(F)F)cc2)CC1
  24.0, -0.51, -0.34
COc1ccc(C(=O)c2ccc(N3CCN(C(=O)c4ccc(F)cc4)CC3)c(F)c2)cc1Br
  -30.8, 0.68, 1.87
Cc1cc(C(=O)CN2C(=O)C3CC=CCC3C2=O)c(C)n1-c1ccccc1 (stereo not given)
  nt, -2.26, -1.14
COc1ccccc1NS(=O)(=O)c1cc(NC(=O)C2CC2)ccc1N1CCOCC1
  7.1, nt, nt
CCCCC(CCC(=O)NNC(=O)Cc1ccccc1)C(=O)O (stereo not given)
  -69.2, 1.09, 1.42
CC(=O)NCCNc1ccc([N+](=O)[O-])cn1
  24.3, -0.31, -1.42
Cc1c2c(nc3nc4ccccc4n13)CC(C)(C)CC2=O
  -8.1, 0.63, 0.26
c1ccc(-c2cn3nc(-c4ccccc4)c(-c4ccccc4)nc3n2)cc1
  -45.2, -1.37, -0.87
Cc1ccc(NC(=O)CC2C(=O)N(Cc3ccccc3)C(=S)N2NC(=O)c2cccc(F)c2)c(C)c1 (stereo not given)
  nt, -0.56, 0.27
O=C(COC(=O)c1ccco1)NCc1ccco1
  nt, 0.16, 0.31
O=C(NCC1(c2ccccc2)CCOCC1)c1ccc(Br)o1
  nt, 2.55, 1.2
CC(=O)Nc1ccc(S(=O)(=O)NCC(=O)OCC(=O)NC(=O)C2CCCCC2)cc1
  7.7, -0.59, -1.4
CCOC(=O)c1[nH]c(C)c(/C(O)=C2\C(=O)C(=O)N(CCCN(C)C)C2c2ccncc2)c1C (stereo not given)
  32.6, 0.64, -0.03
COc1cccc(-c2cc(C(=O)NCCCn3ccnc3)no2)c1
  20.8, 0.31, -0.4
Cn1ncc(Cl)c1C(=O)N/N=C/c1cc2c(cc1[N+](=O)[O-])OCO2
  26.7, nt, nt
CCC1Oc2ccccc2N(CC(=O)Nc2ccccc2OC)C1=O (stereo not given)
  36.4, -1.25, -1.47
COc1ccc(F)cc1S(=O)(=O)NC1CC(C)(C)NC(C)(C)C1
  9.1, -0.12, -0.55
Cc1cc(NC(=O)C2CCN(S(=O)(=O)c3cccs3)CC2)no1
  -2.7, 0.36, 0.31
CC(=O)NCCc1ccc(S(=O)(=O)NCc2ccc3c(c2)OCO3)cc1
  -13.5, 1.19, 2.13
CC(C)(C)N/N=C1\CC(c2ccccc2)Oc2ccccc21 (stereo not given)
  0.0, 0.59, 0.66
C#CCN1C(=O)C(O)(CC(=O)c2cc(OC)ccc2OC)c2ccccc21 (stereo not given)
  0.0, -0.29, -0.28
Cc1ccc(-n2nnnc2-c2cnc3cc4c(cc3c2C)OCO4)cc1
  -31.4, -0.52, -0.78
O=C(CS(=O)CC(=O)N(CC(=O)NC1CCCC1)c1ccc2c(c1)OCCO2)Nc1ccc(F)cc1 (stereo not given)
  2.3, -0.06, -1.09
Cc1cc(NC(=O)CS(=O)(=O)c2cn(Cc3ccccc3Cl)c3ccccc23)no1
  -10.5, -0.81, -1.07
O=C(Oc1ccc(N2C(=O)CCC2=O)cc1)c1ccco1
  -300.0, 0.58, -0.52
CCN(c1ccc(NC(=O)COC(=O)c2ccc3ccccc3n2)cc1)C(C)C
  -19.4, -0.69, -0.9
CCCCNC(=O)c1nn(-c2ccccc2OC)c(=O)c2ccccc12
  nt, -0.09, 0.09
CCOC(=O)c1cc(C(=O)Nc2cccc(C)c2)nn1C
  -5.4, 0.31, 0.21
CCOC(=O)Cn1c(=NC(=O)c2nc3ccccc3s2)sc2cc(S(N)(=O)=O)ccc21
  -12.0, -0.3, 0.16
CCOC(=O)NC(=O)/C(C#N)=N\Nc1ccc(Cl)cc1
  -9.7, -0.14, -0.27
C#CC1CN(Cc2ccccc2)CC(C#C)N1C (stereo not given)
  nt, 0.35, -0.48
CC(O)CN=c1cc(-c2ccccc2)oc2ccc(Cl)cc12 (stereo not given)
  2.9, 0.88, 0.36
c1ccc2c(c1)[nH]c1c(N3CCN(C4CCCCC4)CC3)ncnc12
  nt, 0.2[9.6 µM], -0.12
CCN(CC)CC(=O)Nc1ccc2c(c1)N(C(=O)CN(CC)CC)c1ccccc1CC2
  nt, 0.27, 0.35
Cc1cc(NC(=O)CSc2cn(CCNC(=O)c3ccc(Cl)cc3)c3ccccc23)no1
  nt, -1.08, -0.95
CCOC(=O)C1=C(C)N=C(SC)N(C)C1c1ccccc1 (stereo not given)
  5.9, -0.15, -0.19
COc1cccc(C2CC(c3ccc(C(C)C)cc3)n3nc(N)nc3N2)c1 (stereo not given)
  nt, 0.55, 0.08
CCOC(=O)N1CCN(C(=S)NC(=O)C23CC4CC(CC(C4)C2)C3)CC1
  58.3, nt, nt
Cc1occc1-c1nnc(SCC(=O)N2CCOCC2)o1
  nt, -0.57, -0.53
Cc1ccc(C(=O)N2c3ccc(F)cc3CCC2C)o1 (stereo not given)
  nt, -0.09, -0.09
CC(C)OC(=O)CSc1nc2cc3c(cc2cc1C#N)OCO3
  38.1, 1.49, 1.29
CCC(C(=O)NCc1ccc(F)cc1)N(Cc1ccco1)C(=O)c1snc(C(N)=O)c1N (stereo not given)
  nt, -0.18, -0.49
O=C(CCC(=O)NC1CCCCCCC1)Nc1nnc(C(F)(F)F)s1
  40.0, -0.64, -1.06
C=CCn1c(=S)[nH]c2ccccc2c1=O
  -236.4, -0.06, -0.23
O=S(=O)(NCC1CCCO1)c1ccc2ccccc2c1 (stereo not given)
  nt, -0.08, -0.38
O=C(/C=C/c1ccccc1[N+](=O)[O-])NCCCn1ccnc1
  -426.3, nt, nt
CC(NC(=O)CSc1ncccn1)c1ccccc1 (stereo not given)
  45.0, 0.22, 0.14
Cc1ccccc1N=C1N=C(N)c2ccccc21
  nt, 1.53, 1.86
CCSc1nccc(-c2nn(-c3ccc(C)cc3)ccc2=O)n1
  nt, -0.01, -0.1
O=[N+]([O-])c1cc2c(c(CSc3nnc4ccccn34)c1)OCOC2
  -6.2, 2.51, 1.71
COc1ccc(CCNC(=O)C(C(=O)c2ccccc2)n2ccccc2=O)cc1OC (stereo not given)
  nt, -0.08, -0.64
CCC1CCCCN1C(=S)NC1CCCCC1 (stereo not given)
  25.0, 0.05, -0.1
COC(=O)[C@@H](NC(=O)NCc1ccco1)C(C)C
  -42.9, 0.67, -0.41
CN1CCN(S(=O)(=O)c2ccc(NC(=O)Nc3cccc(Cl)c3)cc2)CC1
  6.2, 0.42, 0.22
O=[N+]([O-])c1ccc(N2CCN(C(=S)Nc3ccc(F)cc3)CC2)cc1
  57.1, nt, nt
CCN(C(=O)COC(=O)c1cn(-c2ccccc2)nc1-c1ccccc1)C1CCS(=O)(=O)C1 (stereo not given)
  0.0, nt, nt
CC(O)CN(C)CC/C=C1/c2ccccc2CSc2ccccc21 (stereo not given)
  nt, 0.7, 0.44
Cc1cccc(NC(=O)CN(C)S(=O)(=O)c2cnc[nH]2)c1
  38.5, 0.81, 0.5
CCOC(=O)Cc1nnc(NC(=O)C(CC)Sc2nc(C)cc(C)n2)s1 (stereo not given)
  nt, 1.47, 1.39
CCc1c(C)sc(NC(=O)CSc2nc3c(c(C(F)(F)F)n2)CCc2ccccc2-3)c1C#N
  31.2, 0.41, 0.69

Remaining list, next part
The line under a structure holds: Insulin prom inh, SDO1 yeast rescue, SDO1 yeast rescue Rescue 24 h
COc1ccccc1NC(=O)N1CCCC(c2nc3c(nnn3Cc3ccc(C)cc3)c(=O)[nH]2)C1 (stereo not given)
  -35.7, 0.13, -0.29
Cc1ccc(CNCC2CCCO2)s1 (stereo not given)
  0.0, 1.19, 0.53
Cn1c(SCC(=O)NCc2ccc3c(c2)OCO3)nnc1-c1cc2ccccc2cc1O
  0.0, -0.22, -0.95
O=C(Oc1ccc(Br)cc1)C1CC(=O)N(c2ccc(F)cc2)C1 (stereo not given)
  10.7, 0.49, -0.27
CCOC(=O)C1=C(CC)Nc2ccccc2N=C1NC(=O)Nc1ccccc1OC
  -22.9, -1.22, -1.41
COc1cc(NC(=O)c2ccccc2)c(OC)cc1NC(=O)CN1CCN(c2ccccn2)CC1
  -27.3, -1.41, -0.71
CCCCn1c(CNC(=O)C23CC4CC(CC(C4)C2)C3)nnc1SCC(=O)Nc1nnc(C)s1
  nt, -0.06, -0.27
N#Cc1nc(Cc2ccccc2)oc1N1CCC(Cc2ccccc2)CC1
  -23.5, -0.08, 0.68
Cc1cc(/C=C(\C#N)C(=O)NC2CCCCCC2)c(C)[nH]1
  nt, 0.07, 0.61
CCCCNC(=O)N1CCc2ccccc2C1
  -8.3, 0.99, 1.26
COc1cccc(C2=NOC(C(=O)NCc3cccs3)C2)c1 (stereo not given)
  23.7, 0.3, 0.13
N/C(Cc1ccc([N+](=O)[O-])cc1)=N\OC(=O)COc1ccc2ccccc2c1
  38.7, -2.09, -0.88
CC(C)(C)c1ccc(S(=O)(=O)Nc2cccc(C3OCCCO3)c2)cc1
  30.8, -0.04, 0.79
Cc1ccc(S(=O)(=O)NCCC(=O)NCCN2CCCCCC2)cc1
  -6.2, 0.59, 0.77
Cc1ccc(C)c(C(=O)CSc2n[nH]c(-c3ccncc3)n2)c1
  18.8, 0.01, 0.36
CCOC(=O)C1(Cc2ccccc2C)CCCN(C(=O)CCc2cccnc2)C1 (stereo not given)
  -71.4, nt, nt
CCn1c2ccccc2c2cc(NC(=S)N3CCOCC3)ccc21
  0.0, -0.97, 0.02
COc1cc(OC)c(NC2=NCCCCC2)cc1Cl
  nt, 0.48, 0.38
CCc1cccc(CC)c1NC(=O)C(NS(=O)(=O)c1cccs1)c1ccccc1 (stereo not given)
  nt, 0.11, 0.07
CCCCn1c(NC(=O)C2CCCCC2)nc2ccccc21
  -40.0, -1.95, -1.88
COC(=O)c1nc(-c2ccccc2)n[nH]1
  -26.7, 2.23, 6.71
CC(=O)Nc1nnc(CCS(=O)(=O)c2ccc(C)c(C)c2)s1
  4.3, nt, nt
NS(=O)(=O)c1ccc(NC(=O)c2cc(Cl)ccc2Cl)cc1
  61.1, nt, nt
CCOc1ccc(NS(=O)(=O)c2ccc(C(=O)N3CCN(c4ncccn4)CC3)cc2)cc1
  18.2, nt, nt
CCCNC(=O)C(C)n1c2ccccc2c2nc(=O)cc(C)n21 (stereo not given)
  nt, 0.29, 2.1
CCOC(=O)C1=C(CSc2nc3c(cc2C#N)CCC3)OC(N)=C(C#N)C1c1ccccc1 (stereo not given)
  nt, -0.11[4.1 µM], -0.24
CCn1c(-c2ccc(N)cc2)nc2ccccc21
  nt, 0.1, -0.32
O=C(NCCCN1CCOCC1)C(Sc1ccccc1)c1ccccc1 (stereo not given)
  -13.0, 0.29, -0.72
CCCn1nc(CC(=O)O)c2ccccc2c1=O
  70.0, 0.63, -0.02
Cc1cc2cc(CCNC(=O)c3cccs3)c(=O)[nH]c2cc1C
  -17.1, -0.07, -0.67
COCC(C)NC(=O)C1CC(=O)N(c2ccc(C)cc2)C1 (stereo not given)
  nt, 0.57, 0.58
CN1CCN(S(=O)C23CC4CC(CC(C4)C2)C3)CC1 (stereo not given)
  -488.2, 0.68, 0.28
CC1CCN(C(=S)c2ccccc2O)CC1
  -44.6, 0.46, 0.39
COc1ccc(NC(=O)C(CCSC)NC(N)=O)cc1Cl (stereo not given)
  13.3, nt, nt
COc1ccc(CC(NC(C)=O)C(=O)N2CCN(C(=O)N(C(C)C)C(C)C)CC2)cc1 (stereo not given)
  -47.2, 0.16, -0.25
COc1ccc(NC(=O)CNS(=O)(=O)c2ccc3nc(C)sc3c2)c(OC)c1
  -63.6, -0.26, -1.32
O=C(NC1CCCCC1)c1ccc(S(=O)(=O)NCc2cccnc2)cc1
  25.0, 1.28, 1.92
COc1ccc(S(=O)(=O)NCc2ccc(C(=O)O)cc2)cc1
  23.1, 0.69, 0.64
O=C(O)/C=C\C(=O)Nc1ccccc1C#Cc1ccc(Br)cc1
  -63.3, 0.33, -0.14
CCCCCc1c(O)nc(SCC(=O)NCC2CCCO2)[nH]c1=O (stereo not given)
  -29.7, 0.89, -0.41

Part of the list above, tab-delimited.
canonical_smiles	Insulin prom inh	SDO1 yeast rescue	SDO1 yeast rescue Rescue 24 h
O=C(NC1CCCCC1)c1ccc(S(=O)(=O)NCc2cccnc2)cc1	25.0	1.28	1.92
COc1ccc(NC(=O)CNS(=O)(=O)c2ccc3nc(C)sc3c2)c(OC)c1	-63.6	-0.26	-1.32
NS(=O)(=O)c1ccc(NC(=O)c2cc(Cl)ccc2Cl)cc1	61.1	nt	nt
O=C(O)/C=C\C(=O)Nc1ccccc1C#Cc1ccc(Br)cc1	-63.3	0.33	-0.14
CC1CCN(C(=S)c2ccccc2O)CC1	-44.6	0.46	0.39

Following part:
The line under a structure holds: Insulin prom inh, SDO1 yeast rescue, SDO1 yeast rescue Rescue 24 h
COCCCNC(=O)c1ccc2c(c1)OCO2
  -27.0, 0.94, 0.56
CCCOc1ccc(Br)cc1/C=N/NC(=O)c1cc(OC)c(OC)c(OC)c1
  12.9, 0.52, 0.54
CS(=O)(=O)c1ccccc1-c1nc(-c2ccc(C(F)(F)F)cc2)no1
  8.9, -0.05, -0.33
COc1ccc2ccc(=O)oc2c1CC=C(C)C
  38.1, -0.56, -0.29

Among those listed so far, these have a CF3 group.
The line under a structure holds: Insulin prom inh, SDO1 yeast rescue, SDO1 yeast rescue Rescue 24 h
O=C(CCC(=O)NC1CCCCCCC1)Nc1nnc(C(F)(F)F)s1
  40.0, -0.64, -1.06
CCc1c(C)sc(NC(=O)CSc2nc3c(c(C(F)(F)F)n2)CCc2ccccc2-3)c1C#N
  31.2, 0.41, 0.69
CS(=O)(=O)c1ccccc1-c1nc(-c2ccc(C(F)(F)F)cc2)no1
  8.9, -0.05, -0.33

An excerpt; the hit share may differ from the screen's.
